Bioassay records: PubChem BioAssay, several laboratories
M4 ag: human M4 muscarinic receptor agonists, primary screen, CHO-K1 cells, Fluo-8 calcium fluorescence. Muscarinic acetylcholine receptor M4 (Homo sapiens), P08173. CHO-K1 hM4/Gqi5; vehicle 0%, full acetylcholine response 100%. activation, % at 3 µM. actives 0.14% (n = 360,000);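 active means activation above the run mean over all test wells plus 3 SD, cut at about 32% in these data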;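 further: peak over basal fluorescence ratio per well then scaled between controls; 0% = DMSO wells and 100% = acetylcholine at EC100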
Target sequence (P08173 whole entry, looked up): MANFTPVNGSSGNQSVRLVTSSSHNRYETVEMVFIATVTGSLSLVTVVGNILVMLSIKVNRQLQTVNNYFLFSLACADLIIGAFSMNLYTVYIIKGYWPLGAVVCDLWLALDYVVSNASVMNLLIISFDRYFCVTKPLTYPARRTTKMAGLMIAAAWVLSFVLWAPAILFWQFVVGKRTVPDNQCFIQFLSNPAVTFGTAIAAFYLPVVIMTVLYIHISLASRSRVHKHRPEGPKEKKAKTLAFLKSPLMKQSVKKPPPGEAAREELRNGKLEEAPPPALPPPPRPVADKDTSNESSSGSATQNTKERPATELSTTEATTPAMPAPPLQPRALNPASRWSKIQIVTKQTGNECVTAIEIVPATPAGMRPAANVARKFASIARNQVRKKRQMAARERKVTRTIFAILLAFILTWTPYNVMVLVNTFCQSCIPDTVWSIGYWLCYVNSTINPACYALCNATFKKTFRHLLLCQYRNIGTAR
M4 PAM: human M4 muscarinic receptor positive allosteric modulators, primary screen, CHO-K1 cells, Fluo-8 calcium fluorescence; CHO-K1 hM4/Gqi5, ACh EC20; 0% = ACh EC20, 100% = maximal ACh; actives 0.4% (n = 360,000); activation, % at 3 µM; AID 624126, 2012;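 active means activation above its plate's cutoff, the mean activation of sample wells plus 3 SD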; further: some results filed as inactive read as strong as hits
CHRM4 antagonist: human M4 muscarinic receptor antagonists, primary screen, CHO cells, Fluo-8 calcium fluorescence. Muscarinic acetylcholine receptor M4 (Homo sapiens), P08173. CHO-hM4 cells, ACh EC80. inhibition, % at 3 µM. actives 0.73% (n = 360,000). AID 624125, 2012;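 active means inhibition above its plate's cutoff, the mean inhibition of sample wells plus 3 SD, cut at about 27% in these data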;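 further: 0% = acetylcholine EC80 with DMSO and 100% = DMSO without agonist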
M5 antag: human M5 muscarinic receptor antagonists, primary screen, CHO cells, Fluo-8 calcium fluorescence | Muscarinic acetylcholine receptor M5 (Homo sapiens), P08912 | CHO-hM5 cells, ACh EC80 | inhibition, % at 3 µM | actives 0.59% (n = 360,000) | AID 624040, 2012;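 active means inhibition above a per-plate cutoff, the mean of that plate's test compounds plus 3 SD, cut at about 27% in these data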;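 further: 0% = acetylcholine EC80 with DMSO and 100% = DMSO without agonist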
Target sequence (P08912 whole entry, looked up): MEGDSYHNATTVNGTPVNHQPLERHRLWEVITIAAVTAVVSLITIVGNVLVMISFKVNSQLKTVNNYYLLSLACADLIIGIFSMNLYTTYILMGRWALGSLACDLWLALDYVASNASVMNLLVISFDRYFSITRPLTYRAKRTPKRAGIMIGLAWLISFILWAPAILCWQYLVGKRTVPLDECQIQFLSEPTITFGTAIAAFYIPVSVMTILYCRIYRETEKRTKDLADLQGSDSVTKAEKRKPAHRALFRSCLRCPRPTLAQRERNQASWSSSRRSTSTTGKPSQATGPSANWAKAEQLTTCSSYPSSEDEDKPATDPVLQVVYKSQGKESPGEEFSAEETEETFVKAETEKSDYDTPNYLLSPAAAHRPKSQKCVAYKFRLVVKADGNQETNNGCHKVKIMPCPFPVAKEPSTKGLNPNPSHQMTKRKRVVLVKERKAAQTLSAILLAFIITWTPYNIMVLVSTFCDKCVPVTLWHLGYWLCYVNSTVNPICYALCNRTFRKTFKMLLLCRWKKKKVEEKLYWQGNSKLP
CRFR2-BP ag: agonists of CRF-BP/CRF-R2 complex, primary screen, cell-based, HEK293, calcium dye fluorescence, uHTS; CRF-binding protein / CRF receptor 2 complex (human); calcium dye fluorescence (FLIPR); percent of saturating CRF peptide response; activation, % at 13.2 µM; actives 0.46% (n = 350,000);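 active means activation of at least 50%, plus an integration ratio under a set limit after plate pattern correction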;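 further: plate controls were neutral control wells without compound for no effect and CRF at EC100 for full effect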
M1 PAM: human M1 muscarinic receptor positive allosteric modulators, primary screen, CHO-K1 cells, Fluo-8 calcium fluorescence, 1536-well. Muscarinic acetylcholine receptor M1 (Homo sapiens), P11229. CHO-K1 hM1, ACh EC20; 0% = ACh EC20, 100% = maximal ACh. activation, % at 3 µM. actives 0.088% (n = 360,000). AID 588819, 2011; in the data active means activation above about 19%, passing the limit was not always enough
CHRM1 antagonist: human M1 muscarinic receptor antagonists, primary screen, CHO-K1 cells, Fluo-8 calcium fluorescence, 1536-well. Muscarinic acetylcholine receptor M1 (Homo sapiens), P11229. CHO-K1 hM1, ACh EC80 antagonist. inhibition, % at 3 µM. actives 1.3% (n = 360,000);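 active means percent inhibition above its own plate's cutoff, namely the mean of that plate's compound wells plus 3 SD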;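 further: peak over basal fluorescence ratio during 140 s after agonist addition; 0% = ACh EC80 plus DMSO and 100% = DMSO alone without agonist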
M5 PAM: human M5 muscarinic receptor positive allosteric modulators, primary screen, CHO-K1 cells, Fluo-8 calcium fluorescence | CHO-K1 hM5, ACh EC20 PAM; 0% = ACh EC20, 100% = ACh EC100 | actives 0.3% (n = 360,000) | activation, % at 3 µM | Muscarinic acetylcholine receptor M5 (Homo sapiens), P08912;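 active means activation above the run cutoff, the mean activation of all test compounds plus 3 SD, cut at about 18% in these data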
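System – CHO-K1 hM5 cells · Compound – 3 µM, single dose · Incubation – compound preincubation 140 s before EC20 acetylcholine addition · Technique – Fluo-8 calcium fluorescence · Measure – Max/basal fluorescence ratio as % of EC20–EC100 ACh window · Benchmarks – low control EC20 acetylcholine (0%), high control EC100 acetylcholine (100%) · Replication – singlicate, one well per test compound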
CHRM5 agonist: human M5 muscarinic receptor agonists, primary screen, CHO-K1 cells, Fluo-8 calcium fluorescence. CHO-K1 hM5 cells; 0% DMSO wells, 100% maximal acetylcholine response. activation, % at 3 µM. actives 0.19% (n = 360,000). AID 624037, 2012;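 active means activation above the run's mean over test compounds plus 3 SD, cut at about 23% in these data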;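 further: signal is peak over basal fluorescence ratio across the kinetic read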
* marks the source's active call; other numbers are inactive results; x = not tested or not shown.

SMILES	M4 ag	M4 PAM	CHRM4 antagonist	M5 antag	CRFR2-BP ag	M1 PAM	CHRM1 antagonist	M5 PAM	CHRM5 agonist
COc1ccc(C)cc1NC(=S)N1CC(C)OC(C)C1 (centres undefined)	1	3	2	-1	-0.3	1	3	-5	1
COc1ccc(/C=N/NC(=O)CNC(=O)c2ccc(S(=O)(=O)N3CCOCC3)cc2)c(OC)c1	1	8	-5	-9	-0.5	10	-4	10	0
COc1cc(C(=O)NCc2ccc(-n3cccc3)cc2)cc(OC)c1OC	22	-12	9	21	x	-10	26	-17	2
COc1ccc(NC(=O)N2CCC(c3nc(-c4cccs4)no3)CC2)cc1	8	-2	-8	3	-0.5	-2	-5	-9	-2
O=C1Nc2ccc(S(=O)(=O)N3CCCCCC3)c3cccc1c23	3	1	-9	-5	-2.2	17	-4	0	3
O=C(NCc1ccccc1Cl)c1csc(COCCO)n1	1	7	-1	-1	x	13	-17	3	0
Nc1nc(SCC(=O)c2c(N)n(Cc3ccccc3)c(=O)[nH]c2=O)n[nH]1	1	7	-10	0	-0.7	5	-13	5	1
CCOc1cc(/C=N/NC(=O)NN(C)c2ncc(C(F)(F)F)cc2Cl)ccc1O	2	2	-8	3	-1.9	2	-1	-6	-3
Cn1c(NC(=O)c2ccc(F)cc2)c(-c2ccccn2)c(=O)c2ccccc21	0	0	-6	3	0.2	6	-9	17	2
CC(NC(=O)c1ccc(N(C)C)cc1)c1ccc(F)cc1 (centres undefined)	0	-13	6	4	-0.2	4	2	4	0
COc1ccccc1C(=O)NNC(=O)c1cccc(Br)c1	1	-4	9	6	-3.4	-6	18	-4	0
Cc1ccnc(Nc2ccc(CCO)cc2)n1	0	-2	1	0	x	-2	3	5	2
CCCc1nnc(NC(=O)CCC(=O)N2CCN(Cc3cc(F)ccc3OC)CC2)s1	3	-6	10	-11	-0.1	5	-4	2	0
CCc1ccc(OCC(=O)OCC(=O)c2c(N)n(C)c(=O)n(C)c2=O)cc1	6	4	-6	-8	-1.6	-2	-4	1	10
Cc1nc(C(=O)NCc2ccccc2)sc1C1(C)CC(c2cccnc2)=NO1 (centres undefined)	19	0	-5	4	9.0	-17	17	3	25*
COc1cc(C(=O)Nc2nnc(CC(=O)NCc3ccccc3)s2)cc(OC)c1OC	2	5	3	12	-1.2	13	-8	-11	-5
Cc1cc2oc(C(=O)Nc3ccc(S(=O)(=O)Nc4ncccn4)cc3)cc(=O)c2cc1Cl	0	1	-1	12	0.5	2	-3	-2	-2
C1CCN(c2nc3nonc3nc2N2CCCC2)C1	1	-6	4	3	-1.5	6	-6	-5	-1
CCC(=O)Nc1ccc(C(=O)n2nc(C)cc2C)cc1	0	0	8	4	2.4	4	-19	-2	-1
Cc1ccc2c(c1)c1c3n2CCN(C(=O)C2CC2)C3CCC1 (centres undefined)	1	-7	4	-4	-0.7	9	-13	-2	-2
Cc1cccc(N(Cc2ccccc2)C(=O)c2cc(S(=O)(=O)N3CCOCC3)ccc2F)c1	0	-5	1	1	-0.6	9	-16	-2	-2
COCC1CCN(C(=O)C2CCC(=O)N(C3CCCC3)C2)CC1 (centres undefined)	1	4	-12	-6	1.2	6	-2	4	-2
O=c1c2ccc(Cl)cc2[nH]c(=S)n1Cc1cccnc1	0	3	-7	-1	2.9	6	2	0	-1
C[C@H](CO)N1C[C@H](C)[C@@H](CN(C)C)Oc2c(NC(=O)C3CC3)cccc2C1=O	1	12	4	-4	-0.7	6	2	8	0
O=C(c1cc(COc2ccc(F)cc2Cl)on1)N1CC2C[C@@H]3CC1C[C@H](C2)C3	1	5	-2	-6	-0.5	2	-3	0	-4

Further results:
SMILES	M4 ag	M4 PAM	CHRM4 antagonist	M5 antag	CRFR2-BP ag	M1 PAM	CHRM1 antagonist	M5 PAM	CHRM5 agonist
COc1ccc(CNCC(=O)Nc2cc(OC)cc(OC)c2)cc1	5	-7	7	14	-1.0	-2	4	-9	3
COc1cccc(C(C(=O)NC(C)(C)C)N(Cc2ccc(F)cc2)C(=O)CCC(=O)Nc2cc(C)on2)c1OC (centres undefined)	0	3	-12	-2	-0.1	10	-19	1	-5
O=C(COc1coc(CN2CCc3ccccc3C2)cc1=O)Nc1cccc(F)c1	1	1	-7	4	2.2	1	1	4	0
O=C1CC2(CCCC2)C(=O)N1c1ccc(S(=O)(=O)NCC2CC2)cc1Cl	8	-26	-7	12	-6.2	1	-4	-6	-2
CCOc1ccc(N(C(=O)CNC(=O)c2cccs2)C(C(=O)NCC2CCCO2)c2ccc(OC)c(OC)c2)cc1 (centres undefined)	0	6	6	0	9.1	15	-5	0	-1
CC(C)CC(/C(O)=C(\C#N)c1nc2ccccc2[nH]1)N1C(=O)c2ccccc2C1=O (centres undefined)	4	4	0	2	-2.1	1	-16	-8	-3
COc1ccc(S(=O)(=O)N2CCC(C(=O)NCC3CCCO3)CC2)cc1 (centres undefined)	1	4	-8	-12	5.6	0	-4	4	-3
COc1ccccc1C(=O)COC(=O)Cn1nc(C)c([N+](=O)[O-])c1C	0	1	2	4	-0.3	8	-4	2	1
Cc1ccc(C(C(=O)NC2CCCCC2)N(C(=O)CCCC(=O)Nc2ccccn2)c2ccc3c(c2)OCCO3)cc1 (centres undefined)	3	-1	4	-7	2.1	-3	5	-2	0
CC(C)c1ccc2c(c1)[C@H]1OCC[C@H]1[C@@H](c1cccs1)N2	0	1	1	-7	-3.4	-2	-8	1	-5
Cc1coc2c1c(C)cc1oc(=O)c(CC(=O)N[C@@H](C)C(=O)O)c(C)c12	2	-4	14	6	3.2	6	-5	0	-2
CCNC(=O)C1(C)CCCN(Cc2csc(-c3ccc(Cl)cc3)n2)C1 (centres undefined)	1	3	-3	3	x	4	-9	-1	-1
Cc1cc(C)c(S(=O)(=O)NCC(c2cccnc2)N2CCN(Cc3ccccc3)CC2)c(C)c1 (centres undefined)	2	0	0	-16	-0.6	4	-9	4	-6
Cc1cc(C)cc(NC(=O)c2oc3ccccc3c2COc2ccccc2)c1	-1	-1	-11	3	0.8	11	5	0	0
COc1cc(OC)c(NS(=O)(=O)c2ccc3c(c2)NC(=O)CO3)cc1Cl	8	-3	7	14	-1.1	-4	11	-4	4
Clc1cc(Cl)c2nc(N3CCCCC3)sc2c1	0	-3	-4	-10	-1.1	3	2	-1	-1
COc1cc(C(=O)N2C(=O)CCC2=O)cc(OC)c1OC	1	1	-5	4	-0.5	6	-13	3	0
COc1ccc(/C=C/CN2CCN(Cc3cccc(OC)c3)C(CCO)C2)cc1 (centres undefined)	1	-4	-2	7	1.0	8	-8	-2	-7
COc1ccc(C(=O)NCC(=O)OCC(=O)N2CCC(C)CC2)cc1OC	1	12	-9	9	-0.6	1	3	-3	-1
CC(C)(C)c1ccc(C(=O)Nc2ccc(NC(=O)c3ccco3)cc2)cc1	9	-7	-2	7	0.4	-17	26	-7	-3
C/C(=N/NS(=O)(=O)c1ccc(C(C)(C)C)cc1)c1ccc2c(c1)OCO2	0	-5	10	-10	0.6	-5	23	6	-3
O=C(Cn1ncc2c(=O)oc3ccccc3c21)N1CCc2ccccc2C1	2	7	-22	-5	-1.2	15	-6	-6	0
CN(C)S(=O)(=O)c1cccc(NC(=O)c2ccccc2OCc2ccc(F)cc2)c1	11	-8	-27	5	3.5	5	8	-4	2
CCOc1ccccc1N1CCN(Cc2cnc(-c3ccccc3)[nH]2)CC1	4	5	-14	-13	-0.8	11	-12	16	0
Nc1nc(NCCO)nc(NCc2ccccc2)c1[N+](=O)[O-]	1	-3	6	6	-0.9	0	2	-2	0
CC(C)C(NC=C1C(=O)OC(C)(C)OC1=O)C(=O)O (centres undefined)	0	4	1	1	-0.7	14	-16	-2	0
Cc1cc(C)c(N(C(=O)c2csnn2)C(C(=O)NC(C)(C)C)c2ccncc2)c(C)c1 (centres undefined)	2	2	-3	-8	0.6	13	-13	-7	0
O=S(=O)(Nc1ccc2c3c(cccc13)CC2)c1ccc(F)cc1	1	-1	-2	1	4.2	-1	-15	-6	-6
O=C(Nn1c(Cc2cccs2)nc2ccccc2c1=O)c1cccs1	1	-8	15	10	-0.5	-7	15	-3	0

Entries of single compounds, quoted from the list. Order of values: M4 ag, M4 PAM, CHRM4 antagonist, M5 antag, CRFR2-BP ag, M1 PAM, CHRM1 antagonist, M5 PAM, CHRM5 agonist
Entry for `CCOc1ccc(N(C(=O)CNC(=O)c2cccs2)C(C(=O)NCC2CCCO2)c2ccc(OC)c(OC)c2)cc1` (centres undefined) → 0, 6, 6, 0, 9.1, 15, -5, 0, -1
Entry for `Cc1cc(C)cc(NC(=O)c2oc3ccccc3c2COc2ccccc2)c1` → -1, -1, -11, 3, 0.8, 11, 5, 0, 0
Entry for `COc1ccc(S(=O)(=O)N2CCC(C(=O)NCC3CCCO3)CC2)cc1` (centres undefined) → 1, 4, -8, -12, 5.6, 0, -4, 4, -3
Entry for `COc1ccc(C(=O)NCC(=O)OCC(=O)N2CCC(C)CC2)cc1OC` → 1, 12, -9, 9, -0.6, 1, 3, -3, -1
Entry for `O=C1CC2(CCCC2)C(=O)N1c1ccc(S(=O)(=O)NCC2CC2)cc1Cl` → 8, -26, -7, 12, -6.2, 1, -4, -6, -2
